S2 tox: Viability Counterscreen for Primary qHTS for Inhibitors of ATXN expression. S2 cells (HEK-293 line with an ATXN2-luciferase reporter) viability, CellTiter-Fluor protease fluorescence, 24 h. Potency, µM (top dose mostly 56.7 µM), usual class: cytotoxic. actives 0.49% (n = 400,000). AID 651635, 2014; also: nearly all actives have a fitted effect of over 40% in size
ATXN2 expr inh: Primary qHTS for Inhibitors of ATXN expression; actives 0.72% (n = 360,000); HEK-293 ATXN2-luciferase reporter, luminescence, 24 h; Potency, µM (titrated, usually from 57 µM), inactives show at the top dose activity change, negative = inhibition, usual class: inhibitors; AID 1745845, 2022; also: % is scaled to controls: 0 for no effect and ±100 for the full control effect; nearly all actives have a fitted effect of over 55% in size
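qHTS (up to 57 uM final) was run with 24 h compound exposure of reporter cells at 37 °C. Each well was multiplexed: SteadyGlo luminescence measured ATXN2-luciferase expression after a fluorogenic Gly-Phe-AFC viability readout (25 uM final).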
HepG2 viability: qHTS for Inhibitors of TGF-b: Cytotox Counterscreen; HepG2 CAGA-GFP viability, ATP luminescence, 18 h; Potency, µM (titrated, usually from 46.1 µM), without a hit: at the highest dose activity change, negative = cytotoxicity, actives largely listed as cytotoxic; actives 0.76% (n = 410,000); AID 588856, 2011; also: some results filed as inactive show a strong effect at the top dose
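CellTiter-Glo luminescence gave cytotoxicity after 18 hours at 37 degrees C. The cells were HepG2 CAGA-GFP in 1% FBS DMEM, stimulated with 500 pg/mL TGF-beta after compound addition. %Activity was normalised to no-cell wells (complete cell-killing) and DMSO (no toxicity), and curves were fitted and classified.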
MCF10A rerep: A quantitative high throughput screen for small molecules that induce DNA re-replication in MCF 10a normal breast cells; MCF 10A DNA re-replication, Hoechst nuclear intensity, 48 h; Potency, µM (series often up to 46.1 µM), for inactives: top-dose activity, positive = re-replication, most hits filed as activators; actives 2.9% (n = 350,000); AID 624296, 2012; also: % of control where 0% means no effect; nearly all actives have a fitted effect of over 50% in size
A549 viability: Nrf2 qHTS screen for inhibitors: counterscreen for cytotoxicity | actives 0.16% (n = 390,000) | AID 504648, 2011 | Potency, µM (doses to about 46 µM), for the others: at the top dose activity change, negative = cytotoxicity, most hits filed as inhibitors | A549 ARE-Fluc cells, CellTiter-Fluor viability, 18-24 h; also: % is scaled to controls: 0 for no effect and ±100 for the full control effect
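A549 ARE-Fluc cells in 5% FBS OPTI-MEM, 5000 cells/well, rested 2 h then exposed to compounds in concentration-response for 18-24 h at 37 °C. Viability by CellTiter-Fluor fluorescence (Ex 405/Em 525) after 30 min; luciferase luminescence (BugLite, 15 min, RT) read afterwards.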
Nrf2 activator: qHTS of Nrf2 Activators; AREc32 ARE-luciferase reporter (MCF7-derived line), luminescence, 24 h; Potency, µM (top dose mostly 46.1 µM), for inactives: at the top dose activation, hits mostly activators; actives 0.31% (n = 410,000); also: % of control where 0% means no effect; nearly all actives have a fitted effect of over 65% in size
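Reporter line AREc32 (ARE-Fluc), seeded overnight in OPTI-MEM with 5% FBS; compound pin-transferred, 24 hr at 37 deg C, 5% CO2; luminescent read-out.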
TGFb SMAD3 inh: qHTS for Inhibitors of TGF-b. HepG2 CAGA-GFP TGF-b/SMAD3 reporter, GFP fluorescence, 18 h; TGF-beta stimulated, 500 pg/mL final. Potency, µM (highest dose often 46.1 µM), for inactives: at the top dose activity, negative = inhibition, hits mostly inhibitors. actives 1.2% (n = 410,000); also: % is scaled to controls: 0 for no effect and ±100 for the full control effect; nearly all actives have a fitted effect of over 65% in size
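Using HEPG2 CAGA-GFP reporter cells at 1000 cells/well, we pinned test compounds, stimulated with recombinant TGF-beta (500 pg/mL final) and measured total well GFP after 18 h.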
EPAC2 antag: qHTS for Antagonist of cAMP-regulated guanine nucleotide exchange factor 2 (EPAC2): primary screen. Rap guanine nucleotide exchange factor 4 (Homo sapiens), Q8WZA2. EPAC2 GEF exchange of Rap1B-BODIPY-GDP, fluorescence. Potency, µM (top dose mostly 114 µM), for inactives: top-dose activity, negative = inhibition, usual class: inhibitors. actives 0.18% (n = 360,000). AID 720708, 2013; also: % is scaled to controls: 0 for no effect and ±100 for the full control effect; nearly all actives have a fitted effect of over 45% in size; many of its hits are not listed in these tables
Target sequence (Q8WZA2 whole entry, looked up): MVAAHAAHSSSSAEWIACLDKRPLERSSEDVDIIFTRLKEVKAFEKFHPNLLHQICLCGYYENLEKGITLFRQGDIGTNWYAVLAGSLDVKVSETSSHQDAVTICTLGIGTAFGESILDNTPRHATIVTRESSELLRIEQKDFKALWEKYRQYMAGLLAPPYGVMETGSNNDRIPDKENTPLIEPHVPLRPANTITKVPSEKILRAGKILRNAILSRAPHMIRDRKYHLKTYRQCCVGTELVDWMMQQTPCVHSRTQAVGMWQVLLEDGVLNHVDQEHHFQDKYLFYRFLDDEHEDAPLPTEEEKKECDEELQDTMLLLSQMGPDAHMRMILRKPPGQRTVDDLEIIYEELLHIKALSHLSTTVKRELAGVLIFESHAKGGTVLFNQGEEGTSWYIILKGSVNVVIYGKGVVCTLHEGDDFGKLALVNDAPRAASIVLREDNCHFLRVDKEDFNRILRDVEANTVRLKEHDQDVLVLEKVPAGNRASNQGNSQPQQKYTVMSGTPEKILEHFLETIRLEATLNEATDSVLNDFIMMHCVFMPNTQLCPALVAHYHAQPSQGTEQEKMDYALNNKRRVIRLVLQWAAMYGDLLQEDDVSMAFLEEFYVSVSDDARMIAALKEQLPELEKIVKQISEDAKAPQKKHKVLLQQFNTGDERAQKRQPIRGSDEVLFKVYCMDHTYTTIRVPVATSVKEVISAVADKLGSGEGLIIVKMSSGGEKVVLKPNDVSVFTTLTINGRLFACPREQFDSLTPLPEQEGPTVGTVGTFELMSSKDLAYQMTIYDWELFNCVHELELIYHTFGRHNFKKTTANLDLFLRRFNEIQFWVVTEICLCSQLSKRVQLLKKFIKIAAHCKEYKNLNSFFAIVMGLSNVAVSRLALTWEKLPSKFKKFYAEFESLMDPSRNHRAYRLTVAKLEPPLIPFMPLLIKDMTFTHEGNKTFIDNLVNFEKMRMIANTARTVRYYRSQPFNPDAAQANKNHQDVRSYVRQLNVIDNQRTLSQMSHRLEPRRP
Nrf2 inh: Nrf2 qHTS screen for inhibitors | A549 ARE-Fluc reporter, luciferase luminescence, 18-24 h | Potency, µM (series often up to 46 µM), inactives show at the highest dose activity change, negative = inhibition, most hits filed as inhibitors | actives 2.1% (n = 360,000) | AID 504444, 2011; also: % is scaled to controls: 0 for no effect and ±100 for the full control effect; nearly all actives have a fitted effect of over 60% in size
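Reporter: ARE-Fluc in A549. Exposure: 18-24 h, 37 °C, 5% CO2, 5% FBS OPTI-MEM. Readouts: fluorescent cytotoxicity (CellTiter-Fluor), then luminescent Nrf2 signal after BugLite.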
Starred values were filed as active, the others as inactive; i = inactive; ? = inconclusive; nt = not tested or not shown; & = joins results of further samples; [ ] = dose if it differs, or a comment. Calls follow the shape of the dose curve; as a rule, active = well fitted curve in the direction sought with a large enough effect; inconclusive = small, poorly fitted or top-dose-only effect, or another doubt; inactive = no such curve, though single readings can be large; an effect the other way counts as inactive or inconclusive. Potency is read from the fitted curve at half-maximal effect.

SMILES	S2 tox	ATXN2 expr inh	HepG2 viability	MCF10A rerep	A549 viability	Nrf2 activator	TGFb SMAD3 inh	EPAC2 antag	Nrf2 inh
Cc1ccc(C(=O)OCC(=O)Nc2ccc3c(c2)OCO3)c(O)c1	i	5%	-1%	0%	1%	-0.2%	-1%	-4%	3%
N#CC1=C(N)OC2=C(C(=O)CCC2)C1c1cc2c(cc1Br)OCO2 (configuration not stated)	i	nt	-3%	-6%	-2%	0.1%	-1%	-4%	?
Cc1nc2ccccc2c(=O)n1/N=C/c1cccnc1	i	3%	0%	4%	4%	0.8%	25%	-7%	22%
CCOc1ccc(/C=N/NC2=NCCCCC2)cc1	i	3%	-10%	17%	3%	0.1%	0%	2%	?
COc1ccccc1N(C)S(=O)(=O)c1ccc(C(=O)Nc2ccc3nc(C)sc3c2)cc1	?	?	-22%	?	-12%	-0.4%[9.22 µM]	?	0%	18µM*
O=C(COc1cccc(Cl)c1Cl)NC1CC1	i	nt	-62%	8%	0%	3.1%	4%	-3%	9%
Cc1ccccc1OCCC(=O)Nc1cc(S(=O)(=O)N2CCCCC2)ccc1N1CCN(C)CC1	i	nt	-46%	24%	-11%	3.4%	?	3%	-6%
Cc1cc(C)c(C(=O)N2CCCC(N3CCN(c4cccc(C(F)(F)F)c4)CC3)C2)o1 (configuration not stated)	i	?	-35%	?	-13%	0.2%	?	?	?
CCc1ccccc1N(CC(=O)NC1CCCC1)C(=O)CNC(=O)c1cccs1	i	-14%	0%	-1%	-1%	0.4%	1%	2%	1%
CN(CCCC(=O)NCc1ccccc1)S(=O)(=O)c1ccc([N+](=O)[O-])cc1	i	-19%	0%	7%	-5%	-0.9%	-14%	-9%	-30%
COc1ccc(/C(C)=N/NC(=O)CNC(=O)c2ccncc2)c(OC)c1	i	2%	-7%	-3%	7%	-0.1%	-9%	-1%	6%
CSC(=Nc1ccccc1)C(C#N)c1nc2ccccc2[nH]1 (configuration not stated)	i	3%	5%	-1%	-1%	8.1%	13%	7%	-9%
COc1cc(C(=O)OC(C)C(=O)N2CCc3ccccc3C2)ccc1OCC(=O)N1CCOCC1 (configuration not stated)	i	?	1%	7%	-1%	0.2%	5%	3%	-51%
NC(=O)C1CCCN(S(=O)(=O)c2ccc(Br)cc2)C1 (configuration not stated)	i	-1%	20%	-7%	-1%	-0.6%	-1%	14%	nt
CC(=O)Nc1cccc(C(=O)Nc2ccccc2C(=O)O)c1	i	-15%	9%	10%[9.22 µM]	0%	0.2%	?	4%	4%
Cc1ccc(NC(=O)Cc2nnc(SCC(=O)NC3CCCC3)n2C)c(C)c1	i	4%	-7%	11%	5%	-0.5%	9%	1%	11%
CN(CC1CCCO1)S(=O)(=O)c1ccc(C(=O)Nc2ccc(F)cc2)cc1 (configuration not stated)	?	2%	10%	11%	-2%	-0.5%	-28%	6%	?
O=C(NN=Cc1ccc(N2CCOCC2)cc1)c1cc2ccccc2cc1O	?	-17%	-14%	13%	-5%	-0.5%	-2%	-9%	2%
CCN1C(=O)/C(=C/C=C2\C=CN(CC)c3ccccc32)SC1=S	?	-10%	2%	-51%[inhibitor]	-14%	0.7%	1%	-5%	6%
CC1CCCN(C(=O)c2ccc(NS(=O)(=O)c3cccc([N+](=O)[O-])c3)cc2)C1 (configuration not stated)	?	-5%	-16%	-1%	2%	0.5%	-9%	7%	?
CCOc1ccc(NC(=O)c2ccc3c(SCC(=O)O)c4c(nc3c2)CCCC4)cc1	i	14%	-4%&-19%	2%	-2%&10%	-0.6%&-0.4%	-5%&3%	1%	-6%&0%
COc1ccccc1C(=O)CSc1nnc(-c2ccco2)o1	?	39%	-18%	-13%	1%	12%	-13%	-5%	-4%
CN(C)S(=O)(=O)c1ccc(C(=O)OCCCN=C2NS(=O)(=O)c3ccccc32)cc1	i	1%	-3%	-1%	4%	-0.2%	0%	3%	0%
Cc1ccc(C(=O)N2CCc3ccccc32)cc1[N+](=O)[O-]	i	26%	-7%	-1%	-5%	-0.4%	3%	3%	-6%
CC(=O)NC(Cc1cccc(C)c1)C(=O)NC1CCN(C(=O)NCc2ccccc2)CC1 (configuration not stated)	i	6%	14%	0%	-18%	0.1%	2%	2%	4%
Next section.
SMILES	S2 tox	ATXN2 expr inh	HepG2 viability	MCF10A rerep	A549 viability	Nrf2 activator	TGFb SMAD3 inh	EPAC2 antag	Nrf2 inh
O=C(COc1ccccc1Cl)OCC(=O)N1CCN(S(=O)(=O)c2ccccc2)CC1	i	-3%	8%	-2%	12%	0.2%	4%	5%	?
CCc1ccc(-c2nc(CSCC(=O)N3CCN(c4ccccn4)CC3)c(C)o2)cc1	?	?	-30%	50%[0.0737 µM]	?	-0.6%	?	-8%	16µM*
C[C@H](CO)N1C[C@H](C)[C@@H](CN(C)S(=O)(=O)c2cccs2)Oc2c(NC(=O)Nc3ccc4c(c3)OCO4)cccc2C1=O	?	2%	-14%	-41%[inhibitor]	0%	1.0%	-1%	1%	-13%
Cc1cccc(NC(=O)NN2CCN(C)CC2)c1C	i	3%	0%	-3%	-3%	-1.8%	0%	-2%	3%
Oc1cc(-c2ccncc2)cc2cccnc12	i	3.5µM*	11µM*	?	2%	?	?	0%	-16%
Cn1cc(C(=O)NCCc2ccccc2)c(=O)c2cc(S(=O)(=O)N3CCOCC3)ccc21	i	-10%	-4%	3%	0%	0.1%	-15%	15%	-6%
COc1ccccc1C(=O)NCCSc1c(C)[nH]c2ccccc12	?	?	-29%	nt	4%	-1.0%	?	nt	-25%[9.27 µM]
N#CC1=C(N)Oc2n[nH]c(-c3cccs3)c2C1c1ccoc1 (configuration not stated)	i	-21%	-27%	?	3%	?	5%	0%	-12%
CC(C)(C)Cn1c(=O)[nH]c(=O)c2cc([N+](=O)[O-])cnc21	i	-6%	-2%	-4%	-4%	0.1%	-3%	2%	4%
CCOC(=O)[C@]12CCCC=C1N(Cc1ccc(Cl)cc1Cl)C(=O)[C@H](CC(=O)NCc1cccc(C(F)(F)F)c1)C2	?	?	nt	nt	nt	3.6%	nt	-4%	nt
CCOc1ccc(N2CC(=O)Nc3ccccc3NCC2=O)cc1	i	4%	-30%	-1%	-17%	3.0%	-6%	8%	-15%
COc1ccccc1C(=O)Nc1ccnn1C1CCN(C2CCCCC2)CC1	i	nt	-26%	nt	nt	-1.6%	-14%	10%	nt
CC(C)OC(=O)c1cc2c(ccn2-c2ccc(F)cc2)n1CC(=O)N1CCN(C(=O)c2ccco2)CC1	i	-2%	6%	-7%	-4%	-0.6%	2%	-15%	-8%
NS(=O)(=O)c1ccc(CNC(=O)Cc2ccccc2[N+](=O)[O-])cc1	i	nt	16%	5%	1%	0.2%	3%	5%	8%
O=C1CC(SC(=Nc2ccccc2)Nc2ccccc2)C(=O)N1c1ccc(Cl)cc1 (configuration not stated)	i	-10%	6%	5%	3%	-0.4%	0%	-2%	-2%
COc1ccc(CCNc2ccc(C(CC(N)=O)NC(=O)c3cc(C)cc(C)c3)cc2[N+](=O)[O-])cc1 (configuration not stated)	i	-2%	13%	23%	2%	-0.6%	10%	13%	1%
Clc1ccc2nc3ccccc3cc2c1	i	nt	-13%	nt	nt	3.3%	3%	3%	nt
COc1cc(-c2cc(-c3ccccc3)nc(SCC(=O)O)c2C#N)cc(OC)c1OC	i	-18%	-26%	5%	1%	5.6%	3%	-3%	-12%
O=C(C1CC(=O)N(c2ccc3c(c2)OCCO3)C1)N1CCCC(C(F)(F)F)C1 (configuration not stated)	i	4%	-34%	2%	-3%	-0.3%	-12%	10%	11%
COc1cc(CNC(=O)c2cc(-c3ccc(OC)cc3C)n[nH]2)cc(OC)c1	i	-3%	-24%	nt	nt	4.3%	-17%	12%	nt
Cc1cc(C(=O)NCCCN2CCN(C3CCCCC3)CC2)n(-c2ccccc2)n1	i	-14%	1%	2%	-3%	-1.0%	12%	16%	18%
COc1ccccc1CNC(=O)C1(C)CCN1Cc1ccc(OC(F)(F)F)cc1 (configuration not stated)	?	?	-59%	nt	nt	0.8%	?	?	nt
CN1C(=O)c2cccc3c(S(=O)(=O)NCc4ccco4)ccc1c23	i	27%	-9%	20%	0%	20%	12%	3%	-12%
Cc1ccccc1CC(=O)Nc1ccc2c(C)cc(=O)oc2c1	i	-3%	4%	-3%	-2%	0.2%	2%	3%	-15%
CC(C)C(C)NC(=O)COc1ccc(Sc2ccc(OCC(=O)NC(C)C(C)C)cc2)cc1 (configuration not stated)	?	?	7%	15%	-14%	0.5%	?	6%	21µM*
O=C(Cc1ccc(Cl)cc1)Nc1ncc([N+](=O)[O-])s1	i	5%	-42%	?	-17%	4.1%	-31%	-9%	-5%
CCCSc1ncc(Cl)c(C(=O)N2CCN(c3ccc(OC)cc3)CC2)n1	nt	nt	-10%	nt	-3%	-4.5%	nt	nt	?
C=Cc1ccc(Cn2c(C)c(C(=O)NCc3ccc4c(c3)OCO4)sc2=O)cc1	i	-22%	-23%	nt	nt	3.6%	-21%	5%	nt
CCOC(=O)C1=CCN(S(=O)(=O)c2ccc(Cl)cc2)C1c1cccc(C)c1 (configuration not stated)	i	-26%	-23%	nt	nt	9.8%	?	-16%	nt
CC(C)(C)c1cc(CCC(=O)Nc2ccncc2)cc(C(C)(C)C)c1O	?	-14%	-8%	-59%[inhibitor]	17%	0.0%	5%	-8%	-9%

From PubChem BioAssay

An excerpt; the hit share may differ from the screen's.
